# All columns: NCI-60 one-dose screen, growth in % after 48 h at 10 µM unless noted; 100 = growth as untreated, 0 = no growth, -100 = all killed.
# MDA-MB-468: MDA-MB-468 breast cancer; actives 8.5% (n = 78,000)
# SR: SR leukemia cells; actives 8.7% (n = 73,000)
# MDA-MB-231: MDA-MB-231 breast cancer; AID 1794789; actives 5% (n = 81,000)
# K-562: K-562 leukemia; AID 1794777; actives 7.4% (n = 78,000)
# MDA-MB-435: MDA-MB-435 melanoma. actives 7.8% (n = 82,000)
# CCRF-CEM: CCRF-CEM leukemia. actives 7% (n = 77,000)
# MOLT-4: MOLT-4 leukemia cells. actives 6.9% (n = 80,000)
# RPMI-8226: RPMI-8226 leukemia cells; actives 7.5% (n = 77,000); AID 1794781
# Numbers without * were called inactive; . = not tested or not shown; & = joins results of further samples. How the source made its calls: active means growth percent below 10; inactive means the rest.
cpd	SMILES	MDA-MB-468	SR	MDA-MB-231	K-562	MDA-MB-435	CCRF-CEM	MOLT-4	RPMI-8226
1	CCC(=O)Cc1ccncc1	107	92	114	91	104	92	97	90
2	O=C(NCc1ccccc1)C(c1ccc(OCCBr)cc1)N(C(=O)CCc1ccccc1)C1CC1 (configuration not stated)	101	79	87	.	99	88	71	81
3	COc1ccc(/C=C2\Oc3cc(OCCCCCN4CCCCC4)ccc3C2=O)cc1OC	58	-26*	87	-55*	99	15	70	76
4	Nc1nnc(-c2cncc(Br)c2)c(-c2c[nH]c3ccc(Cl)cc23)n1	59	54	75	31	35	53	54	49
5	C=C(C)[C@@H]1CC[C@]2(C)[C@H](CC=C3[C@@H]4CC(C)(C)CC[C@]4(C(=O)NCC#CCN4CCN(C)CC4)CC[C@]32C)[C@@]1(C)CCC#N	48	.	48	-7.2*	24	49	19	42
6	CC1(C)Oc2cc3oc(=O)ccc3cc2C[C@@H]1OCCNc1nnc(-c2ccccc2)s1	83	89	87	86	95	95	88	82
7	N#CC(c1cccc([N+](=O)[O-])c1)C(CC(=O)c1ccccc1)c1ccccc1 (configuration not stated)	66	78	95	63	95	93	70	75
8	Cc1cc(C)c(CCc2cc(C)c(C)cc2C)cc1C	109	90	104	95	98	93	90	102

# Quoted at random: six entries already listed.
cpd	SMILES	MDA-MB-468	SR	MDA-MB-231	K-562	MDA-MB-435	CCRF-CEM	MOLT-4	RPMI-8226
8	Cc1cc(C)c(CCc2cc(C)c(C)cc2C)cc1C	109	90	104	95	98	93	90	102
1	CCC(=O)Cc1ccncc1	107	92	114	91	104	92	97	90
2	O=C(NCc1ccccc1)C(c1ccc(OCCBr)cc1)N(C(=O)CCc1ccccc1)C1CC1 (configuration not stated)	101	79	87	.	99	88	71	81
7	N#CC(c1cccc([N+](=O)[O-])c1)C(CC(=O)c1ccccc1)c1ccccc1 (configuration not stated)	66	78	95	63	95	93	70	75
5	C=C(C)[C@@H]1CC[C@]2(C)[C@H](CC=C3[C@@H]4CC(C)(C)CC[C@]4(C(=O)NCC#CCN4CCN(C)CC4)CC[C@]32C)[C@@]1(C)CCC#N	48	.	48	-7.2*	24	49	19	42
6	CC1(C)Oc2cc3oc(=O)ccc3cc2C[C@@H]1OCCNc1nnc(-c2ccccc2)s1	83	89	87	86	95	95	88	82

# The listing continues.
cpd	SMILES	MDA-MB-468	SR	MDA-MB-231	K-562	MDA-MB-435	CCRF-CEM	MOLT-4	RPMI-8226
9	COc1ccc(C(=O)O/N=C(\Cn2ccnc2)c2ccc(Cl)cc2)cc1	109	109	90	97	108	114	106	98
10	O=[N+]([O-])c1ccc(Cl)nc1	105	119	90	120	111	.	109	102
11	CCOC(=O)C1=C(c2ccccc2)N=C2SC=C(c3cccc([N+](=O)[O-])c3)N2C1c1ccc(Br)cc1 (configuration not stated)	19	61	68	51	84	70	52	69
12	C=CCC(CC)(C(=O)Nc1ccc2nc(C)cc(N)c2c1)C(=O)Nc1ccc2nc(C)cc(N)c2c1	102	92	102	107	101	100	98	100
13	O=C(NNC(=O)c1cccc2ccccc12)c1cccc(Br)c1	94	106	99	103	105	112	104	.
14	CCCCCN(CCCCC)C(=O)C(C)O (configuration not stated)	99	98	116	104	115	107	104	109
15	CC(=O)OCC(=O)C1(O)CCC2C3CCC4C(OC(C)=O)C(=O)CCC4(C)C3C(=O)CC21C (configuration not stated)	109	102	101	100	109	104	106	.
16	Nc1c(C(=O)Nc2ccccc2)n(CCCc2ccccc2)c2nc3c(cc12)CCCC3	105	87	88	86	110	95	73	80

# Brought forward from above: 4 entries, then new ones.
cpd	SMILES	MDA-MB-468	SR	MDA-MB-231	K-562	MDA-MB-435	CCRF-CEM	MOLT-4	RPMI-8226
13	O=C(NNC(=O)c1cccc2ccccc12)c1cccc(Br)c1	94	106	99	103	105	112	104	.
14	CCCCCN(CCCCC)C(=O)C(C)O (configuration not stated)	99	98	116	104	115	107	104	109
15	CC(=O)OCC(=O)C1(O)CCC2C3CCC4C(OC(C)=O)C(=O)CCC4(C)C3C(=O)CC21C (configuration not stated)	109	102	101	100	109	104	106	.
16	Nc1c(C(=O)Nc2ccccc2)n(CCCc2ccccc2)c2nc3c(cc12)CCCC3	105	87	88	86	110	95	73	80
17	Fc1cc(-c2nnc(Nc3ccc(Br)cc3)o2)cc(F)c1F	90	98	91	95	109	99	97	113
18	CC1CC=CCC1C1OCC(C)(C)CO1 (configuration not stated)	105	96	112	102	105	.	102	97
19	CCCC(=O)Oc1ccc2c(c1)Oc1cc(OC(=O)CCC)ccc1C21OC(=O)c2ccccc21	101	98	112	97	99	98	101	99
20	N#Cc1ccc(/C=N/Nc2ncc(-c3cc4cc5c(cc4o3)OCO5)s2)cc1	94	.	99	95	103	94	95	92
21	CCC/C(=N\NC(N)=O)C(OC)OC	103	120	86	118	110	106	121	121
22	COc1ccc(C2CC(c3cc(C)ccc3C)=NN2c2ccc(S(=O)(=O)NC(=O)NCc3ccccc3)cc2)cc1 (configuration not stated)	94	76	95	75	61	.	76	75
23	Cc1nn(-c2ccccc2)c2nc(Cl)c(/C=C/C(=O)c3ccc(Cl)cc3)c(-c3ccc(Cl)cc3)c12	112	.	101	103	111	97	97	103
24	O=C(CN1CCCCCC1)Nc1nc2ccc(NCc3ccc(F)cc3)cc2s1	63	105	88	58	98	65	61	68
25	O=C(NC(CSSCC(NC(=O)c1ccccc1)C(=O)O)C(=O)O)c1ccccc1 (configuration not stated)	111	15	110	96	103	.	-1.1*	104
26	C=C1CCC2C3(C)COC(c4ccccn4)OC3CCC2(C)C1C/C=C1/C(=O)OCC1O (configuration not stated)	82	16	115	53	83	14	91	42
27	CCCC(CCC)NC(CC)CO (configuration not stated)	97	129	106	129	111	82	122	94
28	CCCCCCCCCN(CCCCCCCCC)C(C)C(=O)c1ccc2cc(Br)c3ccccc3c2c1 (configuration not stated)	99	7.4*	69	39	77	61	86	69
29	Cc1nc(-c2ccccc2)ccc1-c1nnc(SCc2ccccc2)o1	98	89	102	88	100	97	96	100
30	CC(C)CCC[C@@H](C)[C@H]1CC[C@H]2[C@@H]3C/C(=N\O)C4=C[C@@H](O)CC[C@]4(C)[C@H]3CC[C@]12C	98	69	96	95	104	84	79	81
31	c1ccc2nc(Cn3c[n+](Cc4ccc5ccccc5n4)c4ccccc43)ccc2c1	-19*	15	26	18	9.6*	35	32	-6.4*
32	C#CCOc1ccccc1C(Nc1ccc(C)cc1C)c1nnnn1C1CCCCC1 (configuration not stated)	68	76	83	51	95	77	59	62
33	CC(C)n1cc2c(N)ncnc2n1	.	98	109	99	99	109	98	107
34	CCCCn1c(-c2ccc(-c3nc(-c4ccc(Cl)cc4)no3)cc2)nc(-c2ccccc2)c1-c1ccccc1	106	6.2*	80	59	.	70	66	.
35	C[C@]12CCC(=O)C[C@H]1CC[C@@H]1[C@@H]2CC[C@@]2(C)[C@H]1CC[C@]2(O)C(=O)CO	100	106	100	114	102	105	107	103
36	Oc1ccc(CN2CCC(N3CCCCC3)CC2)c2cccnc12	24	20	15	16	19	36	41	19
37	CC(=O)N1C(=S)NC(=O)C1Cn1c(C)nc2ccccc21 (configuration not stated)	94	.	95	104	92	108	102	102
38	O=c1onc(-c2cc3ccccc3nc2Cl)n1-c1ccccc1	69	92	78	93	99	91	100	73
39	Cc1cc(C)c(O)c(C(C)(C)C)c1	98	96	103	108	101	110	107	109
40	COc1ccc(/C=C/C(=O)c2ccc(NC(=O)CSc3nc(-c4cc(OC)c(OC)c(OC)c4)c(C#N)c(=O)[nH]3)cc2)cc1OC	73	75	99	81	112	58	71	86

# Entries of single compounds as entered above.
# O=c1onc(-c2cc3ccccc3nc2Cl)n1-c1ccccc1 reads MDA-MB-468 = 69; SR = 92; MDA-MB-231 = 78; K-562 = 93; MDA-MB-435 = 99; CCRF-CEM = 91; MOLT-4 = 100; RPMI-8226 = 73
# COc1ccc(/C=C/C(=O)c2ccc(NC(=O)CSc3nc(-c4cc(OC)c(OC)c(OC)c4)c(C#N)c(=O)[nH]3)cc2)cc1OC reads MDA-MB-468 = 73; SR = 75; MDA-MB-231 = 99; K-562 = 81; MDA-MB-435 = 112; CCRF-CEM = 58; MOLT-4 = 71; RPMI-8226 = 86

# The listing continues.
cpd	SMILES	MDA-MB-468	SR	MDA-MB-231	K-562	MDA-MB-435	CCRF-CEM	MOLT-4	RPMI-8226
41	CCCCCCCCN(Cc1ccccc1)CC(O)c1ccc(Cl)cc1 (configuration not stated)	107	87	91	95	108	110	93	94
42	COc1ccc(-c2nc3ccccc3s2)cc1	83&115	97	80&98	78&106	109&106	102	80&101	103
43	CCOC(=O)COc1ccc(Cl)cc1	105	93	131	.	102	99	98	109
44	COc1ccc(-c2nc(N/N=C/c3ccccc3Br)nc(N3CCOCC3)c2C#N)cc1	104	72	109	99	118	99	88	110
45	O=C(O)c1ccc(NC(=O)c2ccc(-n3c(=O)[nH]c4ccccc4c3=O)cc2)cc1	111	95	106	105	107	112	115	114
46	COc1ccc(-n2c(Cn3nc(C)cc3-c3ccc(Cl)cc3)nnc2SCC(=O)Nc2ccc(S(N)(=O)=O)cc2)cc1	87	76	93	66	103	102	68	76
47	COc1cc(-c2ccc(-c3ccc(C(=N)N)cn3)s2)cc(OC)c1OC	90	97	85	76	90	95	91	.
48	O=C1C=CC(=O)N1	110	107	115	106	102	102	100	111

# The final two records of the section above lead into the next:
cpd	SMILES	MDA-MB-468	SR	MDA-MB-231	K-562	MDA-MB-435	CCRF-CEM	MOLT-4	RPMI-8226
47	COc1cc(-c2ccc(-c3ccc(C(=N)N)cn3)s2)cc(OC)c1OC	90	97	85	76	90	95	91	.
48	O=C1C=CC(=O)N1	110	107	115	106	102	102	100	111
49	Cc1ccc(F)c(N)c1	104	94	110	99	100	92	96	100
50	COc1ccc(/C=C2\COc3ccc(O)cc3C2=O)cc1OC	103	1.4*	88	8.8*	24	3.0*	48	.
51	CCCCCCCCCCCCCCCC(=O)OCC1OC(n2cnc3c(=S)nc(N)[nH]c32)C(OC(=O)CCCCCCCCCCCCCCC)C1OC(=O)CCCCCCCCCCCCCCC (configuration not stated)	.	11	47	16	59	16	-24*	30
52	Nc1cccc(-c2ccc(C(=O)Nc3cccc(C(=O)O)c3)o2)c1	88	117	102	111	102	100	106	99
53	O=C(Nc1nc2c(s1)CCc1c-2c(Br)n(Cc2ccccc2)c1Br)c1ccccc1	73	70	37	57	56	77	83	63
54	COC1C(O)CC(OC2CC(OC3CC(O[C@@H]4C(=O)c5c(cc6cc(OC7CC(OC8CC(O)C(O)C(C)O8)C(O)C(C)O7)c(C)c(O)c6c5O)CC4[C@H](OC)C(=O)C(C)=O)OC(C)C3O)OC(C)C2O)OC1C (some centres not stated)	-65*	-5.5*	6.8*	2.1*	-75*	4.4*	-6.8*	1.7*
55	CC(=O)N1CCN(C(C)=O)c2ccccc21	104	101	121	103	113	101	86	108
56	COc1ccc(C(=O)NNC(=O)c2cc(OC)c(OC)c(OC)c2)cc1OP(=O)(O)O	91	63	95	79	96	72	67	71
57	O=[N+]([O-])c1ccc(F)c(C(F)(F)F)c1	112	84	115	104	109	105	94	118
58	O=c1[nH]nc(-c2cc3c([nH]c4ccccc43)c(-c3cccc(O)c3)n2)o1	96	84	86	98	80	43	82	83
59	N#Cc1c(-c2ccccc2)nc(SCC(=O)NNc2ncnc3ccccc23)n(Cc2ccccc2)c1=O	109	102	101	108	104	98	100	104
60	CCCCCCNC(=O)Oc1ccc(/C(=C(/C)Cc2ccc(OC)cc2)c2ccc(OCCN(CC)CC)cc2)cc1	95	93	97	97	99	90	103	102
61	CC1CCCCN1S(=O)(=O)c1ccc(CN=C=S)cc1 (configuration not stated)	17	5.9*	51	9.2*	47	39	31	.
62	Cc1ccc(/C=C/C(=O)O)cc1-c1cc2c(cc1C)C(C)(C)C=CC2(C)C	105	75	91	84	84	91	90	75
63	CC(C)c1nc(SCC(=O)c2ccc(Br)cc2)nc(Nc2cccc(S(N)(=O)=O)c2)c1C#N	115	100	98	104	107	104	107	100
64	O=c1[nH]c2nnc(/C=C/c3ccco3)c(=O)n2nc1/C=C\c1ccco1	.	39	116	64	108	95	66	.
65	CCCc1nc2c(c(=O)n(C)c(=O)n2C)n1C	104	105	112	100	101	98	110	100
66	S=c1[nH]c(Cl)c(Cl)cc1Cl	109	.	111	118	103	102	124	106
67	OCCCC1CCCCC1	100	95	108	101	104	109	103	105
68	Cc1cc2n(n1)-c1ccc(C#N)cc1Oc1ccccc1-2	101	92	83	118	99	141	101	127
69	O=C(O)c1cc(S(=O)(=O)O)cc([N+](=O)[O-])c1O	102	109	116	96	98	93	91	99
70	CSc1ccc(NC(=O)c2ccc3nn(/C(C#N)=C/c4ccccn4)nc3c2)cc1	-94*	-6.9*	.	-13*	-71*	-48*	-20*	-35*
